FH mod: Identification of activators of human fumarate hydratase by quantitative high-throughput screening. Fumarate hydratase, mitochondrial (Homo sapiens), P07954. FH coupled MDH/diaphorase resazurin fluorescence, 15 min. Potency, µM (highest dose often 79.9 µM), without a hit: top-dose activity change, negative = inhibition, hits mostly inhibitors. 54,000 compounds, 0.22% hits; further: the screen sought activators but most active calls are inhibition curves; nearly all actives have a fitted effect of over 45% in size
Target sequence (P07954 whole entry, looked up): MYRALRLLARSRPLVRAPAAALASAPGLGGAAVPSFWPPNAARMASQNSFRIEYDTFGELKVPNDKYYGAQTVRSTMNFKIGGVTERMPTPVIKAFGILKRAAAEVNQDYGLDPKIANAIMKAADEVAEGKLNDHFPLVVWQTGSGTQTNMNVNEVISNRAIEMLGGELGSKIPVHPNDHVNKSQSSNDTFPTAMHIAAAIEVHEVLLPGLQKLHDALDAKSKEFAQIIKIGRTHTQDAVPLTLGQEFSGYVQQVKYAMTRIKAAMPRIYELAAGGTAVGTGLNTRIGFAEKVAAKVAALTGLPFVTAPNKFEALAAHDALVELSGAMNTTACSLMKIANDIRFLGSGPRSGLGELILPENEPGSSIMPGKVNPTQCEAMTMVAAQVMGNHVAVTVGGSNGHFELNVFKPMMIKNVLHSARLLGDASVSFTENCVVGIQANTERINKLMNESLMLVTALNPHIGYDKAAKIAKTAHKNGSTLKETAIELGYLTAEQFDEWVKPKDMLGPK
NTMT1 inhibitor: inhibitors of human N-terminal methyltransferase NTMT1. Q9BV86. NTMT1 MTase-Glo SAH luminescence, purified enzyme. Potency, µM (series often up to 114 µM), inactives show at the top dose activity change, negative = inhibition, usual class: inhibitors. 59,000 compounds, 2.5% hits;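 further: plate controls were DMSO vehicle for no effect and no enzyme for full effect; nearly all actives have a fitted effect of over 65% in size; many of its hits are not listed in these tables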
Target sequence (Q9BV86 whole entry, looked up): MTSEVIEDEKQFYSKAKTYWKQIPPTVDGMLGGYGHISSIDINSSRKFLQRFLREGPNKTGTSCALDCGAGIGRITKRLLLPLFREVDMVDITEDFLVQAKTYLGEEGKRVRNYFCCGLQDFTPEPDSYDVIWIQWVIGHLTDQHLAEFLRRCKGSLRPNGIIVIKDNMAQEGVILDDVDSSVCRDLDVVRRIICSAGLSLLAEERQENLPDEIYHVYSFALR
Numbers without * were called inactive; ? = inconclusive; & = joins results of further samples; ! = not confirmed by another sample; [ ] = another dose, or the depositor's remark. The call rests on the fitted dose curve; in most records, active means well fitted curve in the direction sought with a large enough effect; inconclusive means small, poorly fitted or top-dose-only effect, or another doubt; inactive means no such curve, though single readings can be large; an effect the other way counts as inactive or inconclusive. Unless noted, on the % scale 0 is the no-effect control and ±100 the full control effect; potency means the concentration at half of the fitted maximal effect. A portion of the library (hit frequency here may not be typical).

structure | FH mod | NTMT1 inhibitor
C[C@@H]1CCO[C@H]2Cn3cc(C(=O)NCc4ccc(F)cc4F)c(=O)c(O)c3C(=O)N12 | 10% | 35%&27%[activator][57.5 µM]
COc1ccc(-c2ccc3c(N4CCOC[C@H]4C)nc(N4CCOC[C@H]4C)nc3n2)cc1CO | -8%[53.3 µM] | 36%[activator][57.5 µM]
CCCc1ncc(C(=O)O)s1 | 6%[53.3 µM] | -7%[57.5 µM]
Cc1[nH]c(/C=C2\C(=O)Nc3ccc(F)cc32)c(C)c1C(=O)NCCN1CCCC1 | -8% | ?
C[C@H](NCc1ccc(OCc2ccccc2F)cc1)C(N)=O | 4% | -7%[57.5 µM]
COC(=O)Nc1nc2ccc(S(=O)c3ccccc3)cc2[nH]1 (stereo not given) | -7%&-10%[53.3 µM] | 5%[57.5 µM]
CCc1cc(-c2n[nH]c(C)c2-c2ccc3c(c2)OCCO3)c(O)cc1O | -12%[53.3 µM] | ?
CNC(=O)c1cccc(-c2ccc3c(N4CCOC[C@@H]4C)nc(N4CCOC[C@@H]4C)nc3n2)c1 | 2%&-13% | 0%
O=C(c1cn(Cc2cncn2Cc2ccc(Br)cc2)cc1-c1cccc2ccccc12)N1CCOCC1 | -6% | 4%[57.5 µM]
O=C(NC1CCC1)c1ccc(C#Cc2cccc(F)c2)nc1 | 1% | 11%[57.5 µM]
O=c1nc(-c2ccccn2)sc2ccccc12 | 9% | 20µM*
Cc1cn(C2OC(CO)C(O)C2F)c(=O)[nH]c1=O (stereo not given) | 10% | 12%
COC(=O)Nc1nc2ccc(C(=O)C3CC3)cc2[nH]1 | 4%[53.3 µM] | 19%[57.5 µM]
COCCN1CCN(Cc2ccc(-c3n[nH]c4c3C(=O)c3c(NC(=O)NN5CCOCC5)cccc3-4)cc2)CC1 | 4% | ?
COc1cccc(CN(C(=O)CC(C)(C)C)C2CC(C(=O)N3CCNCC3)N(Cc3ccc4c(c3)OCO4)C2)c1 (stereo not given) | -12% | 2%[57.5 µM]
CCN(CC)CCOC(=O)C(c1ccccc1)c1ccccc1 | 4%[53.3 µM] | -1%[57.5 µM]

3 compounds out of the list, arranged by heavy-atom count, highest first:
structure | FH mod | NTMT1 inhibitor
COCCN1CCN(Cc2ccc(-c3n[nH]c4c3C(=O)c3c(NC(=O)NN5CCOCC5)cccc3-4)cc2)CC1 | 4% | ?
O=C(c1cn(Cc2cncn2Cc2ccc(Br)cc2)cc1-c1cccc2ccccc12)N1CCOCC1 | -6% | 4%[57.5 µM]
CCN(CC)CCOC(=O)C(c1ccccc1)c1ccccc1 | 4%[53.3 µM] | -1%[57.5 µM]

Additional structures:
structure | FH mod | NTMT1 inhibitor
CCOC(=O)Nc1ccc(NCc2ccc(F)cc2)nc1N | 13µM*! | ?
COc1c(O)cc2c(c1O)[C@@H]1O[C@H](CO)[C@@H](O)[C@H](O)[C@H]1OC2=O | -2%&2%[53.3 µM] | 2%[29.8 µM]
O=C(Nc1ccc([N+](=O)[O-])cc1)Nc1ccc([N+](=O)[O-])cc1 | -1%[53.3 µM] | -21%[57.5 µM]
CCN(CC)S(=O)(=O)c1ccc(C(=O)O)cc1 | 7%[53.3 µM] | ?
O=C(Nc1cccc(C(F)(F)F)c1)Nc1cc(S(=O)(=O)NC2CC2)ccc1-c1ccsc1 | 19µM*! | 3%&2%[57.5 µM]
CC(=O)O[C@@]12CO[C@@H]1C[C@H](O)[C@@]1(C)C(=O)[C@H](O)C3=C(C)[C@@H](OC(=O)[C@H](O)[C@@H](NC(=O)OC(C)(C)C)c4ccccc4)C[C@@](O)([C@@H](OC(=O)c4ccccc4)[C@H]21)C3(C)C | -2%[53.3 µM] | 0%[57.5 µM]
CCOc1c(N2CCOCC2)cnn(C)c1=O | 0%[53.3 µM] | 18%[57.5 µM]
Cc1ccc(-n2nc(C(C)(C)C)cc2NC(=O)Nc2ccc(OCCN3CCOCC3)c3ccccc23)cc1 | ? | ?
COc1ccc(Sc2ccc(NC(=O)c3ccccc3Cl)cc2C#N)cc1 | -9% | 12%[57.5 µM]
C#C[C@]1(O)CC[C@@H]2[C@@H]3CCC4=CC(=O)CC[C@@H]4[C@H]3CC[C@@]21CC | -1%[53.3 µM] | -3%[57.5 µM]
c1ccc2c(Oc3nc(Nc4ccc(N5CCOCC5)cc4)c4ncn(C5CCCCC5)c4n3)cccc2c1 | -9% | -29%
CNS(=O)(=O)c1ccccc1Nc1nc(Nc2ccc(N3CCN(C)CC3)cc2OC)ncc1Cl | -23% | ?
Cc1cc(CN2CCN(c3c(Br)cnc4nc(-c5ccc(N6CCN(C)CC6)cc5)[nH]c34)CC2)no1 | ? | ?
COc1ccc2cc(-c3nc(-c4ccc(S(C)=O)cc4)[nH]c3-c3ccncc3)ccc2c1 (stereo not given) | -11% | 3%&-16%[57.5 µM]
O=C(c1ccc(C=Cc2n[nH]c3ccccc23)cc1)N1CCNCC1 | 5%[53.3 µM] | -4%[57.5 µM]
COc1ccc(S(=O)(=O)Nc2nnc(CC(C)C)s2)cc1 | -2%[53.3 µM] | -4%[57.5 µM]

Individual results from the list:
Value of CNS(=O)(=O)c1ccccc1Nc1nc(Nc2ccc(N3CCN(C)CC3)cc2OC)ncc1Cl in FH mod: -23%
Value of O=C(c1ccc(C=Cc2n[nH]c3ccccc23)cc1)N1CCNCC1 in NTMT1 inhibitor: -4%[57.5 µM]
Value of c1ccc2c(Oc3nc(Nc4ccc(N5CCOCC5)cc4)c4ncn(C5CCCCC5)c4n3)cccc2c1 in NTMT1 inhibitor: -29%
Value of C#C[C@]1(O)CC[C@@H]2[C@@H]3CCC4=CC(=O)CC[C@@H]4[C@H]3CC[C@@]21CC in NTMT1 inhibitor: -3%[57.5 µM]

Other compounds follow:
structure | FH mod | NTMT1 inhibitor
N#Cc1cc(F)cc(-c2nc(-c3ccccn3)no2)c1 | -3% | 2%[57.5 µM]
CC(=O)N1CCN(NC(=O)c2ccc(F)cc2)CC1 | 1% | -2%[57.5 µM]
c1cc(Nc2cc(C3CC3)[nH]n2)nc(Nc2ccc3nc[nH]c3c2)n1 | 10% | ?
CN1CCN(c2cc3c(cc2F)c(=O)c(C(=O)O)cn3-c2ccc(F)cc2)CC1 | -2%[53.3 µM] | ?
Cc1cc(-c2cc(O)ccc2Cl)cc2nnc(Nc3ccc(OCCN4CCCC4)cc3)nc12 | 0% | 20µM*
CC(C)c1nnc(-c2ccc(-c3ccccc3)nc2)n1-c1cccc2nonc12 | 1% | -1%[57.5 µM]
COc1ccc(NC(=O)c2ccc(-c3ccc(C(=N)N)cc3C)cc2)cc1N1CCN(C)CC1 | -13% | 1%[57.5 µM]
Cc1cccc(Nc2nc(N[C@@H]3CCCC[C@H]3N)ncc2C(N)=O)c1 | -1%[53.3 µM] | ?
CN=C(NC#N)Nc1ccc(C2=NNC(=O)CC2C)cc1 (stereo not given) | 7%[53.3 µM] | 21%[57.5 µM]
COc1ccc(CCN(C)CCCOc2nsc(-c3ccccc3)n2)cc1OC | 6% | -4%[57.5 µM]
CC1=C(c2ccc(NC(=O)c3c(F)cccc3F)cc2)CN(c2nccs2)CC1 | -16% | 8%[57.5 µM]
COc1cc(N2CCOCC2)ccc1Nc1ncc(Cl)c(Nc2ccccc2NS(C)(=O)=O)n1 | -20% | 6%[57.5 µM]
COc1cc(Nc2ncc(F)c(Nc3ccc4c(n3)N(COP(=O)(O)O)C(=O)C(C)(C)O4)n2)cc(OC)c1OC | -13% | ?
N#C/C(=C1\Nc2ccccc2S1)c1ccnc(NCCc2cccnc2)n1 | ? | ?
CNC(=O)c1ccccc1Nc1cc(Nc2ccc(N3CCOCC3)cc2OC)ncc1C(F)(F)F | -10% | -1%[57.5 µM]
CON=C(C(=O)N[C@@H]1C(=O)N2C(C(=O)O)=C(Cn3ccc(=N)n3CCO)CS[C@H]12)c1csc(N)n1 | 2%[53.3 µM] | -10%[57.5 µM]
OCC(O)CN1CCN(c2ccccc2)CC1 (stereo not given) | -1% | 4%&-2%[57.5 µM]
C[C@@H]1CC(=O)NN=C1c1ccc(NN=C(C#N)C#N)cc1 | -1%&-6%&-10%[53.3 µM] | ?
COc1cc(Cc2cnc(N)nc2N)c(C(C)C)cc1OC | 2% | 4%[57.5 µM]
Cn1ncc(Cl)c1-c1cc(C(=O)N[C@H](CN)Cc2ccc(F)c(F)c2)sc1Cl | 1% | -2%
COc1ccc([C@@H]2CNC(=O)C2)cc1OC1CCCC1 | -1%[53.3 µM] | -8%
O=C1NC(=O)C(c2cnc3ccccn23)=C1c1cn2c3c(cc(F)cc13)CN(C(=O)N1CCCCC1)CC2 | -9% | 27µM*!
CN1CCC(Nc2ncc3ncnc(Nc4ccc(F)c(Cl)c4)c3n2)CC1 | 0% | 45µM*
Cc1ccc(C(=O)Nc2ccc(CN3CCN(C)CC3)c(C(F)(F)F)c2)cc1C#Cc1cnc2[nH]ncc2c1 | -4% | ?
Cc1c(C(=O)NCCCO)cnn1-c1nc(-c2cccc(C(F)(F)F)c2)cs1 | -11% | ?
O=C(Nc1ccc2[nH]c(=O)oc2c1)C(=O)N1CCC(Cc2ccc(F)cc2)CC1 | 1% | 1%[57.5 µM]
FC(F)(F)c1ccc(Nc2nc(-c3c(C(F)(F)F)nc4ccccn34)cs2)cc1 | 2% | 0%[57.5 µM]
C#CC(=O)N(c1ccc(OC)cc1OC)C(C(=O)NCC(=O)OCC)c1cccs1 (stereo not given) | -1% | 2%[57.5 µM]
CN(C)CCOC(=O)C(c1ccccc1)C1(O)CCCC1 (stereo not given) | -10%[53.3 µM] | ?
CCCN(CCC)C(=O)C(CCC(=O)O)NC(=O)c1ccccc1 (stereo not given) | -15%&6%[53.3 µM] | 9%
CC1=CCC[C@@H]2[C@](CCc3ccoc3)(C(=O)O)[C@H](C)CC[C@@]12C | -1%[53.3 µM] | -15%[29.8 µM]
Cc1cnc(NC(=O)Nc2cc(Br)c(C)cc2OC[C@@H]2CNCCO2)cn1 | -1%[53.3 µM] | -12%
O=C(c1ccc(F)c(F)c1Nc1ccc(I)cc1F)N1CC(O)([C@H]2CCCCN2)C1 | -4%[53.3 µM] | -24%[57.5 µM]
Nc1cc(=O)[nH]c(N)n1 | -12%&9%[53.3 µM] | 16%[57.5 µM]
CCOCCOC(=O)/C=C/c1ccc(OC)cc1 | -5%[53.3 µM] | -7%[57.5 µM]
CCS(=O)(=O)Nc1ccc2[nH]c(O)c(C(=Nc3ccc(CN4CCCCC4)cc3)c3ccccc3)c2c1 | -2%[53.3 µM] | ?
Cc1cnc(NS(=O)(=O)c2ccc(N)cc2)nc1 | 3%[53.3 µM] | 21%[57.5 µM]
COc1cc(N2CCC(N(C)C)CC2)ccc1Nc1ncc(Cl)c(Nc2ccccc2P(C)(C)=O)n1 | -1% | ?
COc1cc(NC(=O)c2cc(C3CC3)on2)c(OC)cc1Cl | -5% | 4%[57.5 µM]
CS(=O)(=O)N1CCc2c(-c3cnc(N)nc3)nc(N3CCOCC3)nc21 | 2% | 4%
Cc1c[nH]c2nccc(Oc3c(F)cc(Nc4cc(Cl)nc(N)n4)cc3F)c12 | -2% | ?
CCOC(=O)C(CCc1ccccc1)NC(C)C(=O)N1C(=O)N(C)CC1C(=O)O (stereo not given) | -1% | 0%[57.5 µM]
CCCNCCc1ccc(NS(=O)(=O)c2ccc(OC(F)(F)F)cc2)cc1 | 0% | 1%[57.5 µM]
COc1cccc(OCCCN)c1-c1cc(Nc2cnc(C#N)cn2)n[nH]1 | 4% | 8.9µM*
Cn1ncc(Cl)c1-c1cc(C(=O)NC(CN)Cc2ccc(F)c(F)c2)oc1Cl (stereo not given) | 1% | 3%
COc1ccc(-c2ccc(-c3cn(C(=O)N4CCCCC4c4ccccc4)nn3)cc2)cc1 (stereo not given) | 2% | -4%[57.5 µM]
O=C(NCCCN1CCC2(CC1)OCc1ccccc12)[C@H]1CCCN1Cc1ccccc1 | -3% | 1%[57.5 µM]
COc1ncc(Nc2ncc([C@H](C)N3CCN(S(C)(=O)=O)CC3)cc2-c2nc(C)nc(N)n2)cc1F | -2% | ?
Oc1ccc2nc(CN3CCC(Cc4ccccc4F)CC3)[nH]c2c1 | -7% | -4%[57.5 µM]
CN(C)c1nc(Cc2ccc(NC(=O)c3ccc4ccccc4c3)cc2)nc(Cl)c1CC(=O)O | 5% | 1%&-6%[57.5 µM]
C[C@@H]1O[C@@H](O[C@H]2[C@H](O[C@H]3[C@H](O[C@H]4CC[C@@]5(C)C(CC[C@]6(C)C5CC=C5[C@@H]7CC(C)(C)C[C@@H](O)[C@]7(C)CC[C@]56C)[C@@]4(C)CO)O[C@H](C(=O)O)[C@@H](O)[C@@H]3O)O[C@H](CO)[C@H](O)[C@@H]2O)[C@H](O)[C@H](O)[C@H]1O (stereo not given in full) | -4%[20.6 µM] | 5%[12.6 µM]
N#CNC(=NCCCCCCOc1ccc(Cl)cc1)Nc1ccncc1 | 3%[53.3 µM] | 4%
c1ccc(CNCCNCc2ccccc2)cc1 | 7%[53.3 µM] | 6%[57.5 µM]
CO[C@@H](C(=O)N1Cc2[nH]nc(NC(=O)c3ccc(N4CCN(C)CC4)cc3)c2C1)c1ccccc1 | 10%[53.3 µM] | 2%
CCCSc1nc(N[C@@H]2C[C@H]2c2ccc(F)c(F)c2)c2nnn([C@@H]3C[C@H](OCCO)[C@@H](O)[C@H]3O)c2n1 | ? | ?
O=C(CN1C(=O)C2(CCCC2)NCC1c1cc(F)cc(F)c1)Nc1ccc2c(c1)CC1(C2)C(=O)Nc2ncccc21 (stereo not given) | -2% | -5%[57.5 µM]
CCOc1ccc(NC(=S)N2CCC(C(O)(c3ccccc3)c3ccccc3)CC2)cc1 | -17% | 3%[57.5 µM]
O=C(O)CCCCCCCC(=O)O | 2%&-1%[53.3 µM] | -39%[57.5 µM]
Nc1ccc(S(=O)(=O)NCc2ccccc2)cc1 | 5%[53.3 µM] | 2%[57.5 µM]
